DENV2 CPE: DENV2-induced cell death inhibition; AID 651640; hit rate 1.7% among 350,000; CPE inhibition, % at 9.99 µM; DENV2-infected cells, cytopathic effect rescue, plate reader; in the data active = CPE inhibition above about 20%, passing the limit was not always enough; inconclusive = no clear call, values can overlap the other calls; tested in BHK-21 cells;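 also: 0% = median of neutral control wells and 100% = median of positive control wells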
SIRT5 inh: inhibitors of human sirtuin-5 desuccinylase | Q9NXA8 | inhibition, % at 15 µM | hit rate 1.1% among 330,000 | Purified SirT5, succinyl-peptide AMC, trypsin-coupled fluorescence; in the data active = inhibition above about 15%; inconclusive = no clear call, values can overlap the other calls
Target sequence (Q9NXA8 whole entry, looked up): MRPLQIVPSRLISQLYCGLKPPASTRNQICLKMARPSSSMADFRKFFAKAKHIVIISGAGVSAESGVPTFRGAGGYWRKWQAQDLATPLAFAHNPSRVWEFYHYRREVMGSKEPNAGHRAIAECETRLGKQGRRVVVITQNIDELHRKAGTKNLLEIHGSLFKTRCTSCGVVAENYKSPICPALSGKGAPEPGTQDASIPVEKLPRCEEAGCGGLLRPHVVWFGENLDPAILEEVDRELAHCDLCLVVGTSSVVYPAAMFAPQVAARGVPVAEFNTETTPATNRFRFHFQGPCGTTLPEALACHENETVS
ERp5 inh: ERp5 (human) disulfide isomerase inhibition; Q15084; ERp5 insulin aggregation, absorbance 650 nm, 90 min; inhibition, % at 9.99 µM; hit rate 0.05% among 350,000;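 active = mean replicate inhibition above about 25%, with every replicate also reaching it, limit read from the data, passing the limit was not always enough; inconclusive = only one of those two criteria met; inactive = neither criterion met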
Target sequence (Q15084 whole entry, looked up): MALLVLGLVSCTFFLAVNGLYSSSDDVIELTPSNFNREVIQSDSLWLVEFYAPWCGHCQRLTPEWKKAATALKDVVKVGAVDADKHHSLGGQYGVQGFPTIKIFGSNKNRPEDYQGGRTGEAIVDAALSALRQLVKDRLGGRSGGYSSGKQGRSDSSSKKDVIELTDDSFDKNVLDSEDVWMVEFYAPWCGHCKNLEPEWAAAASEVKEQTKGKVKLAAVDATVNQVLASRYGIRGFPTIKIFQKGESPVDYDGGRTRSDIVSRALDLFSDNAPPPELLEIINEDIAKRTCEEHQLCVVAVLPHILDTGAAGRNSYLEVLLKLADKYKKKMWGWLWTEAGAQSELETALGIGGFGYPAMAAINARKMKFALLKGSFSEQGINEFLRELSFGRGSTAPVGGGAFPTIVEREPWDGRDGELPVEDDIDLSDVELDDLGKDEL
CFTR F508del cor: correctors of CFTR F508del function in bronchial epithelial cells. CFBE cells, YFP halide quenching; stimulated with forskolin plus potentiator P3; % fluorescence drop versus neutral controls. activity (quench increase), % at 7.58 µM. hit rate 0.36% among 350,000;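 active = mean added fluorescence quench of at least 8% versus neutral control, with both replicates also reaching 8%; inconclusive = only one of the mean or replicate conditions met; inactive = mean below 8% and not both replicates reaching 8%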;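 also: cells transiently co-express mutant CFTR-F508del with the halide-sensitive YFP; corrector assay measuring rescue of mutant channel to the surface after 24 h compound exposure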
miR-122 sensor: blocks miR-122 activity in Huh7 sensor cells; Huh7 miR-122 Renilla luciferase sensor, 48 h; neutral wells = 0, positive control = 100; activation (reporter increase), % at 12.5 µM; hit rate 0.3% among 340,000; AID 602342;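 active = mean replicate activation score at least 90 and every replicate individually at or above 90; inconclusive = only one of the two criteria met; inactive = neither criterion met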;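 also: higher luciferase means less miR-122 activity so hits act as miR-122 inhibitors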
CASP6 VEID inh: caspase-6 (human) enzyme inhibition; P55212; purified caspase-6, Z-VEID-R110 cleavage fluorescence; inhibition, % at 12.5 µM; hit rate 0.53% among 350,000;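 active = mean inhibition across replicates at least about 35%, with every replicate also reaching that limit, limit read from the data; inconclusive = only one of the two criteria met; inactive = neither criterion met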;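 also: 0% = median of neutral control wells and 100% = no fluorescence left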
Target sequence (P55212 24-179 limits assumed): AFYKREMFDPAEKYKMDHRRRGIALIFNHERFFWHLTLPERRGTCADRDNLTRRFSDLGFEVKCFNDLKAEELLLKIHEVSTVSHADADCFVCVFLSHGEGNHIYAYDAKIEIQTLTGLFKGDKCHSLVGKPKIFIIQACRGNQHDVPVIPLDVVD
Target sequence (P55212 194-293 limits assumed): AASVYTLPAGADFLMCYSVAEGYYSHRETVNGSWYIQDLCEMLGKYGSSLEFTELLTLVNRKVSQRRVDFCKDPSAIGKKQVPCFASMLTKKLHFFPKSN
ERAP1 HTS inh: ERAP1 (human) enzyme inhibition; Q9NZ08; recombinant ERAP1, Leu-AMC fluorescence, 60 min; inhibition, % at 10.7 µM; hit rate 0.15% among 340,000; AID 652197;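 active = mean replicate inhibition of at least 30%, or all replicates individually reaching that 30% level; inactive = mean below 30% and not every replicate reaching it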;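 also: 0% = neutral control wells and 100% = L-leucinethiol positive control wells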
* = called active by the depositor; u = inconclusive; x = not tested or not shown; & = joins results of further samples; ! = repeats disagree; [ ] = another dose, or the depositor's remark.

canonical_smiles,CASP6 VEID inh,ERAP1 HTS inh,CFTR F508del cor,DENV2 CPE,miR-122 sensor,SIRT5 inh,ERp5 inh
Cc1cc(C)cc(Nc2c(F)c(F)c(F)c(F)c2C(=O)O)c1,0,2,2.3,0,6,1,-1
O=C(Nc1ccccc1F)N1C[C@H]2[C@@H](c3ccccc31)[C@H](CO)N2C(=O)c1ccc(F)cc1,0,-3,-0.8,-6,12[16.7 µM],9,-5
COCC#Cc1cnc2c(c1)C(=O)N([C@H](C)CO)C[C@@H](C)[C@H](CN(C)S(C)(=O)=O)O2,2,-1,1.6,0,2[16.7 µM],-1,0
COc1ccc(-c2ccc3n(c2=O)C[C@@H]2[C@@H](CO)[C@H](C(=O)N4CCCCC4)[C@H]3N2C)cc1,1,1,-2.0,20,-6[16.7 µM],-39,-1
Cc1nnc(NC(=O)c2ccc(S(=O)(=O)C(F)F)cc2)s1,1,0,-0.4,x,6,-3,6
Cc1cc(Cl)c(OCCCN(C)C)c(Br)c1,-5,-3,x,-1,-14,-4,3
COc1ccccc1CCNC(=O)C(C)n1nc(C)c2c(C)n(-c3ccccc3)nc2c1=O (stereo not drawn),6,-3,1.4,u,1,3,3
Cc1[nH]c2ccccc2c1-c1ccc(Cl)nn1,0,1,x,-8,x,-5,3
C[C@H]1CN([C@@H](C)CO)S(=O)(=O)c2ccc(C#CC3CC3)cc2O[C@@H]1CN(C)C(=O)c1cccc(F)c1,4,1,-4.0,u,-27[16.7 µM],10,0
C[C@H](CO)N1C[C@H](C)[C@H](CN(C)S(=O)(=O)c2ccccc2)OCCCC[C@H](C)Oc2ccc(NS(=O)(=O)c3cccs3)cc2C1=O,3,0,-0.4,13,-10[16.7 µM],7,2
C[C@@H]1CN([C@H](C)CO)C(=O)c2cc(NC(=O)Nc3ccc(C(F)(F)F)cc3)ccc2O[C@@H](C)CCCCO[C@H]1CN(C)C(=O)c1ccccc1,2,2,3.1,-4,-2[16.7 µM],3,-3
C[C@H]1CCCCO[C@H](CN(C)CC2CCCCC2)[C@@H](C)CN([C@@H](C)CO)C(=O)c2cc(NS(C)(=O)=O)ccc2O1,1,-1,1.7,7,7[16.7 µM],-5,1
CCCNC(=O)N1[C@H](CO)[C@H](c2ccccc2-c2cccc(C)c2)[C@@H]1C#N,0,2,-0.5,-13,x,2,1
COc1ccc2c3c([nH]c2c1)[C@H](CO)N(C(=O)c1ccccc1)CC31CCN(C(=O)NC(C)C)CC1,x,1,0.9,7,x,x,-2
O=C(CN1CCN(c2cccc(Cl)n2)CC1)N1CC(O)CO1 (stereo not drawn),-1,-3,-1.9,10,x,5,1
O=C(NCCN1CCCC1)c1ccc(Cn2c(=S)[nH]c3ccc(Br)cc3c2=O)cc1,-9,-5,-0.4,-1,1,0,0
OC(COC(c1ccccc1)c1ccccc1)CN1CCN(c2cccc(Cl)c2)CC1 (stereo not drawn),-2,2,-0.9,-3,-4,3,1
Cc1ccc(C(=O)O)cc1-n1c(C)cc(C=O)c1C,11,1,-1.3,-5,x,4,11
COCC#Cc1cnc2c(c1)C(=O)N([C@@H](C)CO)C[C@H](C)[C@@H](CN(C)C(=O)Nc1ccc(OC)cc1)O2,-1,2,-1.2,-8,-3[16.7 µM],2,1
CCn1c2ccccc2c2cc(NC(=O)CNC)ccc21,-9,5,-1.2,-9,x,-6,4
C[C@H](CO)N1C[C@H](C)[C@@H](CN(C)S(=O)(=O)c2cccs2)Oc2ccc(NC(=O)Nc3ccc(F)cc3)cc2CC1=O,-3,4,1.0,-2,2[16.7 µM],-2,-1
COc1cc(OC)cc(C(=O)O/N=C(\N)c2ccccn2)c1,-1,2,1.7,u,10,-4,-1
CN1c2ccc(Br)cc2[C@@H]2[C@@H](CCN2C(=O)Cc2cccnc2)[C@@H]1CO,2,-3,0.6,-3,52[16.7 µM],11,3
COc1ccc(CN(C)C(=O)CNC(=O)c2sc3ccccc3c2Cl)c(OC)c1,2,-4,-4.6,11,-1,-3,6
CCOC(=O)c1c(/N=C/c2ccc(C)cc2O)sc2c1CCN(C)C2,-7,1,4.5,-5,-8,-6,4
CC1Sc2ccc(S(=O)(=O)CCC(=O)N3CCN(c4cccc(Cl)c4)CC3)cc2NC1=O (stereo not drawn),4,-1,-0.1,4,-8,-1,-1
COc1cc(-n2c(=O)c3ccccc3n(CC(=O)c3ccc(F)cc3)c2=O)cc(OC)c1OC,0,-7,1.3,5,0,2,u
C[C@H](CO)N1C[C@H](C)[C@H](CN(C)C(=O)Nc2ccccc2)Oc2ccc(NC(=O)c3ccncc3)cc2C1=O,1,0,1.4,17,2[16.7 µM],-1,2
CC(C)c1ccc(Nc2nc(Cl)nc(NCCO)n2)cc1,-2,0,-0.1,8,x,-2,-1
O=C(COc1ccc2c3c(c(=O)oc2c1)CCC3)NC(Cc1ccc(Cl)cc1)C(=O)O (stereo not drawn),-1,2,1.2,u,0,-1,6
C[C@@H](NC(=O)C[C@@H]1CC[C@@H]2[C@H](COC[C@H](O)CN2C(=O)Nc2ccccc2)O1)c1ccccc1,-2,0,0.7,1,0[16.7 µM],2,5
Cc1ccc(-n2nc3c(c2NC(=O)c2cccs2)CS(=O)(=O)C3)cc1C,5,-3,0.3,10,-2,-2,5
COc1ccc(S(=O)(=O)Nc2ccc3c(c2)C(=O)N([C@H](C)CO)C[C@H](C)[C@H](CN(C)S(=O)(=O)c2ccc(OC)cc2)O3)cc1,-2,0,-1.0,-12,3[16.7 µM],1,9
CC(C)CNc1ccc2c(c1)OC[C@H](C)NS2(=O)=O,-1,4,3.4,15,x,-2,1
Cc1noc(C)c1S(=O)(=O)Nc1ccc2c(c1)C(=O)N([C@@H](C)CO)C[C@H](C)[C@@H](CN(C)Cc1ccc(C(F)(F)F)cc1)OCCCC[C@H](C)O2,-1&-1,11&0,2.2&1.7,-12&5,-4,24*!,1&-4
c1ccc2c(c1)CCc1ccccc1C2=C1CCNCC1,0,6,0.0,-2,x,-1,-2
O=C(NCc1cc(F)cc(F)c1)[C@@H]1[C@@H](CO)[C@@H]2Cn3c(cccc3=O)[C@H]1N2,2,-2,x,u,x,1,4
CCC1(C)NC(=O)N(CC(=O)Nc2cc(C)on2)C1=O (stereo not drawn),-1,4,-1.4,-5,x,2,0
COc1ccc(NC(=O)COC(=O)c2cccc(S(=O)(=O)N(C)C)c2)cc1,-2,2,2.4,7,-14,3,2
CC1=CC(C)(C)N=C(Nc2nc(C)c3cc(C)cc(C)c3n2)N1,2,7,2.0,-2,4,-2,2
COc1cccc(NC(=O)N[C@H]2CC[C@H](CC(=O)N3CCN(C)CC3)O[C@@H]2CO)c1,3,-4,-0.2,-3,x,-1,-4
CCn1c(CSc2n[nH]c(N)n2)nc2cc(C(=O)O)ccc21,3,5,-1.4,-9,x,7,1
O=C(NCc1ccco1)c1ccc(Cl)c(S(=O)(=O)Nc2ccccc2)c1,4,4,0.2,-1,u,-1,4
C[C@@H]1CN([C@@H](C)CO)C(=O)c2cc(-c3cccc(F)c3)cnc2O[C@H]1CN(C)CC1CCCC1,3,-2,0.3,-6,-8[16.7 µM],-1,0
O=C(C1CCN(c2ncnc3c2nc2n3CCCCC2)CC1)N1CCN(c2cccc(Cl)c2)CC1,0,-1,0.9,0,x,5,3
O=C(CSc1nnc(-c2ccc(C(F)(F)F)cn2)o1)Nc1cccc(Cl)c1,1,6,0.4,11,-5,-1,1
CCOC(=O)c1c(S(=O)(=O)NCC(=O)Nc2ccc(OC)cc2)c(C)n(C)c1C,0,2,0.7,-2,0,-2,-2
CCC(C(=O)N1CCN(S(C)(=O)=O)CC1)c1ccccc1 (stereo not drawn),-2,2,0.7,-1,-4,1,6
Cc1cc(Cl)ccc1OCC(=O)NCCC(=O)O,1,3,-4.9,2,2,3,-5
COc1cccc(CN2CC(C(=O)NC3CCC3)CCC2=O)c1 (stereo not drawn),-4,-1,-0.6,-5,-1,-2,-19
COc1ccccc1S(=O)(=O)N[C@@H]1CC[C@@H](CCn2cc(C3CCCC3)nn2)O[C@H]1CO,-1,3,-0.2,-10,x,6,7
O=C(CN1C(=O)C2C3C=CC(C4CC34)C2C1=O)Nc1cnc2ccccc2c1 (stereo not drawn),1,1,-0.6,-8,x,2,-4
S=C(NC12CC3CC(CC(C3)C1)C2)N1CCCC1,0,3,0.5,12,1,x,-11
CN(C(=O)CCN1C(=O)S/C(=C\c2ccccc2)C1=O)C1CCS(=O)(=O)C1 (stereo not drawn),2,0,3.7,-5,-10,0,7
C[C@@H]1CN([C@@H](C)CO)C(=O)c2cc(NC(=O)Nc3cccc4ccccc34)ccc2O[C@H]1CN(C)C,-1,-1,-2.3,-9,10[16.7 µM],1,4
COc1ccc(CCN2Cc3c(N)cccc3C2=O)cc1OC,4,2,-0.2,-6,x,-4,-2

The listing continues.
canonical_smiles,CASP6 VEID inh,ERAP1 HTS inh,CFTR F508del cor,DENV2 CPE,miR-122 sensor,SIRT5 inh,ERp5 inh
O=C(Cn1c(=O)n(-c2ccc(F)cc2)c(=O)c2sccc21)NC1CCCCC1,1,0,1.6,6,3,0,-3
CCCOc1ccccc1OCC(=O)Nc1ccc(S(=O)(=O)N2CCCCC2)cc1,-8,0,0.7,u,18,-3,-1
C#CCNC(=O)C[C@@H]1C[C@@]2(C(=O)OC)CC(C)(C)CC=C2N(Cc2ccccc2)C1=O,0,-6,-0.6,-12,x,-4,0
CCOc1ccc(S(=O)(=O)N/N=C(\C)c2ccc(Cl)c(Cl)c2Cl)cc1,0,-2,x,-5,-12,x,-8
Cc1ccc(S(=O)(=O)N2C[C@@H]3[C@H]4CC[C@H](C4)[C@@H]3[C@@H](C)[C@@H]2c2ccn(Cc3ccccc3)c2)cc1,-1,-1,-1.2,u,x,-4,8
Cc1ccc(C)c(NC(=O)C2CC3CCC2C3)c1 (stereo not drawn),0,2,-0.1,0,-7,-2,-9
COC(=O)[C@@H]1[C@@H](CO)[C@@H]2Cn3c(ccc(-c4cccc(F)c4)c3=O)[C@@H]2N1Cc1ccncc1,6,-10,2.8,8,x,-8,0
Cc1c(Cl)cccc1NC(=O)CSc1ccc(-c2cccnc2)nn1,-2,3,0.8,-3,12,-1,5
O=C(O)CCCCCNC(=O)/C=C/c1ccco1,8,6,-0.5,x,-3,-3,-6
CN1CCN(C(=S)Nc2ccc(Cl)cc2)CC1,-1,-4,-1.9,10,x,5,-1
C[C@@H]1CN([C@@H](C)CO)C(=O)c2cc(NC(=O)C3CC3)ccc2O[C@H]1CN(C)C(=O)Nc1ccc(C(F)(F)F)cc1,1,1,2.6,-3,27[16.7 µM],0,2
COc1cc(C(=O)N2CCCC(c3cc(C(=O)NCc4ccccc4)no3)C2)cc(OC)c1C (stereo not drawn),1,-1,1.9,-2,2,0,6
C=C(C)Cn1c(N2CCCC2)nc2c1c(=O)n(C)c(=O)n2C,-2,4,-1.0,2,-5,-2,2
O=C(NCc1ccco1)Nc1c(Cl)cc(Cl)cc1Cl,0,-1,-0.5,0,x,x,6
C[C@H](CO)N1C[C@H](C)[C@@H](CN(C)Cc2ccc3c(c2)OCO3)Oc2ccc(N(C)C)cc2CC1=O,0,2,-1.2,18,2[16.7 µM],0,-1
Cc1cc(=O)oc(C)c1C(=O)NCCN(C)Cc1ccccc1,-12,-1,-2.8,-6,-4,3,-1
Cc1cc(C(=O)Nc2cccc3c2O[C@H](CN(C)C(=O)NC2CCCCC2)[C@H](C)CN([C@@H](C)CO)C3=O)n(C)n1,-1,4,-1.7,-2,1[16.7 µM],-4,-2
Cc1ccc(S(=O)(=O)N[C@@H]2CC[C@H](CCn3cc(-c4cccc(F)c4)nn3)O[C@H]2CO)cc1,2,-1,1.2,-3,x,-1,-3
